# PAFAH2 inh: PAFAH2 enzyme inhibitors, primary screen, biochemical, fluorescence polarization, human; Platelet-activating factor acetylhydrolase 2, cytoplasmic (Homo sapiens), Q99487; recombinant PAFAH2, FP-rhodamine activity probe; inhibition, % at 3.39 µM; hit rate 0.99% among 340,000;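 active = inhibition above the mean over all tested compounds plus 3 SD, cut at about 30% in these data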;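 also: inhibitors block probe labeling of enzyme so polarization drops; 0% = enzyme with DMSO and 100% = wells lacking PAFAH2 protein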
# pPAFAH inh: pPAFAH enzyme inhibitors, primary screen, biochemical, fluorescence polarization, human. recombinant pPAFAH, FP-rhodamine probe fluorescence polarization. inhibition, % at 3.39 µM. hit rate 1.5% among 330,000;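 active = inhibition above the mean inhibition across the screen plus 3 SD, cut at about 25% in these data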;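 also: inhibitors block binding of the rhodamine activity-based probe so polarization drops; 0% = enzyme with DMSO and 100% = wells lacking pPAFAH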
# LYPLA1 inh: LYPLA1 inhibitors, primary screen, counter-screen for PME1 inhibitor project, biochemical, fluorescence polarization, FP-Rh probe ABPP; Acyl-protein thioesterase 1 (Homo sapiens), O75608; recombinant LYPLA1; inhibition, % at 5.9 µM; hit rate 0.16% among 320,000; AID 2174, 2009;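 active = inhibition above the mean of all tested compounds plus 3 SD, set per campaign, cut at about 14% in these data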;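 also: inhibitors block serine hydrolase probe labeling of LYPLA1 so polarization falls; 0% = enzyme with DMSO and 100% = wells lacking LYPLA1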
# Target sequence (O75608 whole entry, looked up): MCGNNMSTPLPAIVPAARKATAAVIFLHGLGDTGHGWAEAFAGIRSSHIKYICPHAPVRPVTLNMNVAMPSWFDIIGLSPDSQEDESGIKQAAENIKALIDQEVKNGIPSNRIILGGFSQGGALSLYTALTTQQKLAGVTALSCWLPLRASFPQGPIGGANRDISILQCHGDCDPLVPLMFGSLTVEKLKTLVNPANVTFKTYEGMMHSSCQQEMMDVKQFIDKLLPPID
# LYPLA2 counter: LYPLA2 inhibitors, primary screen, counter-screen for PME1 inhibitor project, biochemical, fluorescence polarization, FP-Rh probe ABPP; Acyl-protein thioesterase 2 (Homo sapiens), O95372; recombinant LYPLA2; inhibition, % at 5.9 µM; hit rate 0.38% among 320,000;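 active = inhibition above the screen-wide mean plus 3 SD, limit set per campaign, cut at about 26% in these data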;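 also: 0% = LYPLA2 with DMSO and 100% = wells lacking LYPLA2 enzyme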
# Target sequence (O95372 whole entry, looked up): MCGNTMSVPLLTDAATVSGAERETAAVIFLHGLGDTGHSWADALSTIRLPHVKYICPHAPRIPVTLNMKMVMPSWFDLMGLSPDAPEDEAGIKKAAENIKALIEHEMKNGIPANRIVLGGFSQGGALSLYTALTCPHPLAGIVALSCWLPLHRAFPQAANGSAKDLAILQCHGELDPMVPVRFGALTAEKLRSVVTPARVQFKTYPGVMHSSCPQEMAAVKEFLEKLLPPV
# PAFAH1B3 inh: PAFAH1B3 enzyme inhibitors, primary screen, biochemical, fluorescence polarization, human; hit rate 0.28% among 340,000; inhibition, % at 3.39 µM; recombinant PAFAH1B3, FP-rhodamine probe; Platelet-activating factor acetylhydrolase IB subunit alpha1 (Homo sapiens), Q15102;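 active = inhibition above the screen-wide average of all tested compounds plus 3 SD, cut at about 25% in these data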;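 also: 0% = enzyme with DMSO only and 100% = wells lacking PAFAH1B3 protein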
# Target sequence (Q15102 whole entry, looked up): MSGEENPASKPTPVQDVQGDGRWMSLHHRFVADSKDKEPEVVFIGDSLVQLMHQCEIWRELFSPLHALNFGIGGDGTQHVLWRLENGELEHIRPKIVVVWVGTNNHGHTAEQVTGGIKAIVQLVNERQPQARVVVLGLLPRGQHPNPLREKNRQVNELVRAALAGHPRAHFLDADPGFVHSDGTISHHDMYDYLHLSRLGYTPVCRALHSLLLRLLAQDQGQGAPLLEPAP
# EBNA-1 inh: EBNA-1 DNA-binding inhibitors, primary screen, biochemical, fluorescence polarization | AID 1950, 2009 | hit rate 0.34% among 300,000 | inhibition, % at 14.8 µM; in the data active = inhibition above about 28%
# PREPL inhibitor: PREPL enzyme inhibitors, primary screen, biochemical, fluorescence polarization; Prolyl endopeptidase-like (Homo sapiens), Q4J6C6; recombinant PREPL, fluorescence polarization activity-based probe; inhibition, % at 5.96 µM; hit rate 0.68% among 320,000; in the data active = inhibition above about 43%;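 also: 0% = enzyme with DMSO and 100% = wells lacking enzyme; many of its hits are not listed in these tables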
# PAFAH1B2 inh: PAFAH1B2 enzyme inhibitors, primary screen, biochemical, fluorescence polarization, human; Platelet-activating factor acetylhydrolase IB subunit alpha2 (Homo sapiens), P68402; recombinant PAFAH1B2, FP-rhodamine activity probe; inhibition, % at 3.39 µM; hit rate 1.2% among 340,000; AID 492953, 2010;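 active = inhibition above the mean of all tested compounds plus 3 SD, cut at about 24% in these data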;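 also: 0% = enzyme with DMSO and 100% = wells lacking PAFAH1B2; many of its hits are not listed in these tables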
# ZTA counter: blocks Epstein-Barr virus ZTA, an EBNA-1 counter-screen; P03206; ZTA-DNA binding, fluorescence polarization; inhibition, % at 11 µM; hit rate 0.15% among 320,000; AID 2234; in the data active = inhibition above about 33%
# Target sequence (P03206 whole entry, looked up): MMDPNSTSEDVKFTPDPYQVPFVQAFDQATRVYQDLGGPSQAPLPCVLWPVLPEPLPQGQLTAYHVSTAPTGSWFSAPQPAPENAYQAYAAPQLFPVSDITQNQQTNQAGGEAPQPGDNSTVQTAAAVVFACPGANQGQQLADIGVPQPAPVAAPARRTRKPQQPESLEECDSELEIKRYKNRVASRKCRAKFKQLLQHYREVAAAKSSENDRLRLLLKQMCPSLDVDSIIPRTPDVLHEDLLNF
# * marks the source's active call; other numbers are inactive results; x = no result given. A portion of the library (hit frequency here may not be typical).
no.	structure	PAFAH2 inh	pPAFAH inh	LYPLA1 inh	LYPLA2 counter	PAFAH1B3 inh	EBNA-1 inh	PREPL inhibitor	PAFAH1B2 inh	ZTA counter
1	COc1cc(/C=C\C(=O)Nc2cc(=O)n(C)c(=O)n2C)cc(OC)c1OC	-4	6	4	-5	7	2	4	1	5
2	COc1ccc(C(=O)CN(CCC(=O)O)S(=O)(=O)c2ccc([N+](=O)[O-])cc2)cc1	3	0	0	4	8	7	6	1	-12
3	CCCn1nnnc1SCC(=O)Nc1nnc(CC)s1	4	1	3	5	4	16	-3	4	4
4	CCCCn1c(=O)[nH]c(=O)c2c1nc(-c1cc(Cl)c(OC)c(OC)c1)n2C	10	-2	1	7	5	2	1	6	9
5	CCCCCOC(=O)C1=C(C)Nc2nnnn2C1c1ccccc1Cl (configuration not stated)	4	4	-6	1	-4	5	0	5	-6
6	COc1cc(NC(=O)c2cc(C(C)C)on2)c(OC)cc1Cl	-9	10	-4	-3	3	-5	-4	3	7
7	Cc1ccc(-c2cnc(-c3ccncc3)o2)cc1	-1	4	-4	1	-4	12	5	1	20
8	Cc1cccc(C)c1OCC(=O)N=Nc1c(O)[nH]c2ccc(Br)cc12	3	10	0	0	1	-2	15	1	3
9	COc1ccc(CN2CCN(Cc3ccc(C)cc3)CC2)c(OC)c1	-2	6	3	3	10	-3	-10	7	-8
10	Cc1ccc(C)c(N2CCN(C(=O)c3ccc(CS(=O)Cc4cccc(Cl)c4)o3)CC2)c1 (configuration not stated)	1	11	1	6	4	-11	34	3	-3
11	O=C1CCCC(O)=C1N=Nc1cccc(S(=O)(=O)N2CCOCC2)c1	2	3	-2	3	3	2	18	-3	-13
12	Cc1cccc(NC(=O)CSc2nc3ccccc3c(=O)n2C)c1	0	-5	0	6	8	-7	-16	-4	5
13	NNc1nc(-c2ccccc2)cc(-c2ccccc2O)n1	2	4	-15	-14	7	3	35	0	-10
14	CCN1CCN(c2oc(-c3ccco3)nc2C#N)CC1	x	0	1	2	x	-14	-4	x	-8
15	CCOc1ccc(/C=N/NC(=S)NC2CC3CCC2C3)cc1 (configuration not stated)	x	12	-2	-9	x	2	6	x	-8
16	O=c1oc2cc(O)ccc2cc1-c1nc2c(s1)CCc1ccccc1-2	11	18	0	0	33*	5	25	14	-2
17	O=C(NCc1ccccc1)c1ccc(Cl)c(S(=O)(=O)N2CCCC2)c1	5	5	x	x	10	x	12	3	x
18	Cc1nc(NCCc2ccccc2)c2nnn(Cc3ccccc3)c2n1	20	3	0	1	6	3	4	-3	4
19	Cc1nc(NC(=O)c2ccccc2)sc1-c1csc(Nc2ccc(F)cc2)n1	x	5	-19	-23	x	2	2	x	11
20	O=C(N/C(=C/c1cccc([N+](=O)[O-])c1)C(=O)N1CCCCC1)c1cccs1	3	4	0	4	-2	6	9	9	6
21	COC(OC)c1ccnc(-c2ccc(OC(=O)c3ccc(F)cc3)cc2)n1	7	8	1	10	8	12	7	8	8
22	O=C(Nc1cccc(C(=O)O)c1)/C(=C\c1ccccc1)NC(=O)c1ccccc1Cl	4	-3	-2	0	-5	-3	7	-3	0
23	CC(C)COc1cccc(C(=O)NNC(=O)C2COc3ccccc3O2)c1 (configuration not stated)	2	2	0	7	0	0	-2	-2	-7
24	COc1c(Cl)cc(C(=O)Nc2ccccc2C(=O)O)cc1Cl	0	-3	3	9	5	6	19	-3	-26
25	CC(C)c1ccc(OCC(O)Cn2cnc3ccccc32)cc1 (configuration not stated)	11	-1	0	1	5	1	6	9	1
26	Cc1no[n+]([O-])c1COc1ccc(/C=C(\C#N)C(N)=O)cc1	5	-2	-2	4	4	-7	-6	-1	-2
27	COc1ccc(NC(=O)c2ccc3c(=O)n(-c4ccc(OC)cc4OC)c(=S)[nH]c3c2)c(OC)c1	9	9	-5	1	6	-5	-7	3	-6
28	COc1ccc(N2CCN(S(=O)(=O)CCNC(=O)/C=C/c3ccc4c(c3)OCO4)CC2)cc1	4	0	5	11	6	2	-1	2	6
29	COc1ccc(NC(=O)c2cccnc2)cc1OCC(C)C	-10	5	2	2	-5	6	10	-2	4
30	O=C(N/N=C/c1cccc2ccccc12)c1cc(C2CC2)[nH]n1	6	-1	-12	-6	4	2	-1	-5	9
31	CC1CCC(N(CCCN)Cc2ccco2)CC1C (configuration not stated)	-2	0	-1	-1	2	-3	3	-7	19
32	N#Cc1c(-c2ccccc2)nc(SCc2ccc(Cl)cc2)[nH]c1=O	-10	8	-3	-1	-1	4	9	35*	7
33	CCN(CC)c1ccc(C=C2C(=O)OC(C)(C(C)(C)C)OC2=O)cc1 (configuration not stated)	-3	-3	-12	-25	-11	-2	-27	-2	-12
34	O=C(CSc1nnc(-c2cccc(S(=O)(=O)N3CCCC3)c2)n1-c1ccccc1)Nc1ccc(C(=O)O)cc1	8	1	-3	0	8	-2	-2	6	-6
35	O=C1C2C3C=CC(CC3)C2C(=O)N1c1ccc(F)cc1 (configuration not stated)	-1	2	1	3	6	-8	14	0	-2
36	O=C(CSc1nc2ccccc2o1)N/N=C/c1ccccc1	11	3	3	6	10	-4	0	3	0
37	O=C(O)CCCCCCCCc1cn(CCc2c[nH]c3ccccc23)nn1	3	9	0	-1	4	2	2	3	3
38	O=C(Nc1ccc(F)cc1)C1CC2CCC1C2 (configuration not stated)	-3	8	2	2	9	9	9	-4	-4
39	Cc1cc(C)cc(NC(=O)C2CCCN2S(=O)(=O)c2cccc3cccnc23)c1 (configuration not stated)	-1	6	-5	-5	1	-5	-5	1	-4
40	Cc1nn(-c2ccccc2)c(C)c1NC(=O)COC(=O)/C=C/c1ccccc1	39*	6	-4	-6	3	-3	-6	1	-9
41	O=C(c1ccco1)N1CCN(C(=S)Nc2ccc(F)cc2)CC1	8	-6	-8	4	1	-2	9	9	-9
42	COC(=O)[C@]1(Cc2ccccc2)N[C@H](CN(C)C(=O)Nc2ccc(Cl)cc2)[C@@H]2C(=O)N(C)C(=O)[C@@H]21	15	-2	x	x	13	x	14	0	x
43	CCCNC(=S)N1CCC(C(=O)c2ccc(OC)cc2)CC1	-3	4	1	-2	6	3	-4	0	-4
44	N#CCNC1CC(=O)N(c2ccccc2)C1=O (configuration not stated)	-3	6	1	4	4	-7	4	7	8
45	Cc1ccc(/C=N/N2CCN(c3ccncc3S(=O)(=O)N3CCCCC3)CC2)cc1	-2	8	-3	-3	5	0	23	3	9
46	COc1ccc(N2CC(C(=O)Nc3ccc(S(=O)(=O)N4CCOCC4)cc3)CC2=O)cc1 (configuration not stated)	-7	1	-3	10	10	2	4	1	-1
47	Cc1ccc(-n2nc3c(=O)n(CCCC(=O)NCC(C)c4ccccc4)nc(C)c3c2C)cc1 (configuration not stated)	3	2	1	0	3	3	19	4	-4
48	CC(=O)Nc1ccc(NC(=O)c2c(C)nn(Cc3ccccc3)c2Cl)cc1	-12	-4	-2	-1	-3	-3	2	5	4
49	Cc1[nH]nc(SCC(=O)N2CCOCC2)c1[N+](=O)[O-]	-1	2	2	1	2	-4	21	5	-12
50	COc1ccc(C(=O)C2CCN(C(=O)c3ccc(C)cc3)CC2)cc1	2	-1	5	1	5	-16	2	1	1

# Remaining list, next part
no.	structure	PAFAH2 inh	pPAFAH inh	LYPLA1 inh	LYPLA2 counter	PAFAH1B3 inh	EBNA-1 inh	PREPL inhibitor	PAFAH1B2 inh	ZTA counter
51	Cc1nc(-c2ccc(O)c(O)c2)cs1	-4	35*	1	7	10	6	46*	7	-9
52	Cc1cc(C(=O)CSc2nnc(-c3ccccc3)o2)c(C)n1CC1COc2ccccc2O1 (configuration not stated)	-5	1	-3	-2	3	2	2	2	13
53	NS(=O)(=O)c1ccc(NS(=O)(=O)c2cccs2)cc1	-2	-3	-3	-9	1	-8	15	-1	-4
54	CC1CCCC(C)N1C(=O)COC(=O)CCC1CCCC1 (configuration not stated)	9	0	0	36*	6	4	3	2	-3
55	CCN(CC)CCNC(=O)C(=O)NCC1OCCN1S(=O)(=O)c1ccc2c(c1)OCCO2 (configuration not stated)	-3	0	1	1	7	10	4	2	-1
56	Cc1cc(C)cc(N(CC(=O)NCc2cccnc2)S(C)(=O)=O)c1	0	2	-5	0	5	1	0	-7	9
57	CCOc1ccc(Cc2nc(C)c(CC(=O)N3CCOCC3)c(=O)[nH]2)cc1	-2	2	2	-1	6	-11	9	6	-20
58	C=CCN(C(=O)C1CC(=O)N(C2CCCC2)C1)c1nc(-c2ccc(S(C)(=O)=O)cc2)cs1 (configuration not stated)	10	1	-2	9	-1	x	13	-2	-6
59	COc1ccc(CNC(=O)c2cccc(NC3=NC4CS(=O)(=O)CC4S3)c2)cc1 (configuration not stated)	4	-1	1	0	7	2	-7	4	10
60	O=S(=O)(c1cccc(-c2nnc(SCc3nc4ccccc4s3)o2)c1)N1CCOCC1	-10	8	11	-2	-5	-4	7	-5	8
61	COc1ccc(C(=O)NNC(=O)CCC(=O)Nc2ccc(C)cc2C)cc1	-1	3	1	2	12	1	-12	6	11
62	CN1CCC(=NNC(=O)CN(c2cccc(Br)c2)S(C)(=O)=O)CC1	-3	5	-2	9	8	-7	0	-1	-18
63	O=c1cc(Cn2nnc(-c3ccc(Cl)cc3)n2)nc2sccn12	1	-1	4	4	10	6	16	2	-4
64	COc1ccc2[nH]c(=O)c(CN(CCO)C(=O)NCc3ccccc3)cc2c1	8	1	2	1	1	3	-4	3	-1
65	CC1(C)CC(=O)C=C(Nc2ccccc2O)C1	2	7	0	-4	2	11	10	2	14
66	Cn1c(-c2ccc(F)cc2)cnc1NCc1cccc(F)c1	4	0	1	-6	13	-10	0	5	1
67	CS(=O)(=O)c1ccc2nc(NC(=O)CC3CCCC3)sc2c1	3	2	-4	-5	4	7	9	-1	-14
68	COc1cc2ccccc2cc1C(=O)Nc1cccnc1	2	2	-8	3	-1	6	-4	-4	22
69	COc1cc(NC(=O)C2=C(N3CCOCC3)/C(=C\c3ccc(N(C)C)cc3)CCC2)cc(OC)c1OC	6	7	0	1	9	5	5	4	100*
70	Cc1cccc(-n2c(-c3ccoc3C)n[nH]c2=S)c1	-3	-1	3	-2	6	6	-1	-1	16
71	Cc1cccc(C(=O)OC(C)C(=O)NC(=O)NC2CCCCC2)c1O (configuration not stated)	-2	3	0	5	1	0	11	3	9
72	O=Cc1nc(-c2ccc(Cl)cc2)n2ccccc12	4	71*	0	-3	-5	5	4	-2	16
73	N#Cc1cc(Oc2cccc3cccnc23)c(-n2nnc3ccccc32)cc1C#N	-2	1	-5	-8	-2	-7	23	1	6
74	COc1ccc2oc3ccccc3c(=O)c2c1	5	5	2	6	6	-7	12	-2	-18
75	O=C(Cn1ccsc1=NC(=O)c1ccco1)c1ccccc1	-13	2	0	-2	7	-2	-43	5	5
76	S=C(Nc1ccccn1)NC1CCCC1	-2	3	-1	4	-2	4	4	1	-16
77	COc1cc2c(cc1OC)C(c1ccccc1)NC(C)(C)C2 (configuration not stated)	-3	8	4	0	-4	-19	4	-3	-16
78	Cc1ccsc1/C=N/Nc1ncnc2nc[nH]c12	5	4	-1	-5	6	-1	-30	4	8
79	CCc1ccccc1NC(=S)NC1CC2CCCC(C1)N2Cc1cccs1 (configuration not stated)	10	3	0	2	-2	8	13	0	3

# Bioassay records as filed in PubChem BioAssay.
